PERK inhibitor: block of dimerizer-induced PERK translation repression, primary screen, PERK inhibitor project, CHO PERK-DD cells, SEAP luminescence, HTS; CHO PERK-DD fusion, SEAP luminescence translation reporter; inhibition, % at 5.6 µM; Eukaryotic translation initiation factor 2-alpha kinase 3 (Homo sapiens), Q9NZJ5; AID 1416, 2008; hit rate 0.17% among 220,000;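 active means inhibition above the mean inhibition of all tested compounds plus 3 SD, set separately per screening campaign, cut at about 2.9% in these data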;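 further: PERK kinase domain activated by AP20187 dimerizer at 100 nM; 0% = DMSO with dimerizer and 100% = rapamycin at 8.4 µM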
TRPML3 ag: human TRPML3 channel agonists, primary screen, cell-based, HEK293 TRPML3-YFP, Fluo-8 calcium fluorescence, 3 µM | Mucolipin-3 (Homo sapiens), Q8TDD5 | 100% = the carbachol control signal | activation, % at 3 µM | hit rate 0.29% among 220,000;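 active means activation above its plate's cutoff, the mean activation of the plate's test wells plus 3 SD, cut at about 12% in these data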;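 further: 0% = DMSO only wells and 100% = carbachol wells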
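system = HEK293 cells stably carrying human TRPML3-YFP | doses = one concentration, 3 µM nominal, 0.3% DMSO | timing = dye loading 1 h 37 °C then 30 min ambient, 125 s read | detection = Fluo-8 calcium dye fluorescence, ex 470-495, em 515-575 nm | benchmarks = high control carbachol 87 µM, low control DMSO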
Calpain2 inh: inhibitors of pig calpain II, primary screen, biochemical, fluorogenic peptide substrate, 1536-well. purified calpain II, 30 min. inhibition, % at 16 µM. hit rate 0.37% among 220,000. AID 1236, 2008;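 active means inhibition above about 50%, limit read from the data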
EP2 mod: EP2 receptor modulators, cAMP readout, primary screen, cell-based, HTRF cAMP, PGE2 stimulation. induction, % at 25 µM. EP2-expressing cells, cAMP HTRF FRET, PGE2 co-stimulation. Prostaglandin E2 receptor EP2 subtype (Homo sapiens), P43116. hit rate 0.83% among 260,000;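 active means compounds whose cAMP rise, as percent of the full-agonist control response, exceeds 60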;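 further: rat C6 glioma line stably carrying human EP2 under a CMV promoter; the protocol text gives 20 µM as final concentration; 100% = response of wells given 1 µM PGE2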
Target sequence (P43116 whole entry, looked up): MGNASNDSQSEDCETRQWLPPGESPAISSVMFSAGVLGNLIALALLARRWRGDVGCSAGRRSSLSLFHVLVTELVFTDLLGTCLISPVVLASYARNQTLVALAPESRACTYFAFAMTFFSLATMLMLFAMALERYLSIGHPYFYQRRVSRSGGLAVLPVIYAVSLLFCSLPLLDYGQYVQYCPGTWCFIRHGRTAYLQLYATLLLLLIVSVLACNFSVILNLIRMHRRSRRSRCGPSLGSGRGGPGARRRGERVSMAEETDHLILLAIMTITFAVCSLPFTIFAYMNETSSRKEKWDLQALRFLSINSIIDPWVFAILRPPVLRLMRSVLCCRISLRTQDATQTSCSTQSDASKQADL
BaF3 parental: parental Ba/F3 cell viability inhibition, counter-screen for JAK2V617F inhibitor project, murine pro-B, CellTiter-Glo luminescence. CellTiter-Glo ATP luminescence. AID 1486, 2009. inhibition, % at 5.6 µM. hit rate 1.1% among 220,000;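 active means inhibition above a per-campaign cutoff, the mean inhibition of all tested compounds plus 3 SD, cut at about 27% in these data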;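 further: 0% = DMSO wells and 100% = JAK Inhibitor I control wells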
S1P4 antag: S1P4 receptor antagonists, primary screen, cell-based; Sphingosine 1-phosphate receptor 4 (Homo sapiens), O95977; S1P4-expressing cells, antagonist mode, reporter read-out; inhibition, % at 4.98 µM; hit rate 0.26% among 220,000; AID 1510, 2009; in the data active means inhibition above about 29%;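 further: 0% = wells stimulated with agonist and 100% = vehicle wells without agonist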
Target sequence (O95977 whole entry, looked up): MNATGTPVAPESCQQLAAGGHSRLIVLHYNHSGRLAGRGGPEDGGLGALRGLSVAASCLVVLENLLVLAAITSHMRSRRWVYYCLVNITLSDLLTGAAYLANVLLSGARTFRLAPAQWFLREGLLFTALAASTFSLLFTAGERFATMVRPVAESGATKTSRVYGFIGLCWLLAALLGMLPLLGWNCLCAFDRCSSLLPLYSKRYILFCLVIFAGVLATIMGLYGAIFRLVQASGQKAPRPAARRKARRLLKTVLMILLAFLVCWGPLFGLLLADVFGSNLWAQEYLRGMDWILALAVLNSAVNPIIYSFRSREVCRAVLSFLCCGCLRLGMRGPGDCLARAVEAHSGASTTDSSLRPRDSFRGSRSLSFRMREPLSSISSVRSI
TRPN1 ag: zebrafish TRPN1 channel agonists, primary screen, cell-based, HEK293, calcium fluorescence; activation, % at 3 µM; transient receptor potential cation channel N1 (TRPN1/NompC), Danio rerio; AID 1424, 2008; hit rate 0.18% among 220,000; HEK293 zebrafish TRPN1-YFP, Fluo-8 calcium fluorescence; 100% = response to 87 µM carbachol;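 active means activation above its plate's cutoff, the mean activation of test wells on that plate plus 3 SD, cut at about 19% in these data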;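 further: 0% = DMSO alone and 100% = 87 µM carbachol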
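Control set: carbachol 87 µM as high control, DMSO as low control; system: HEK293 stable line with zebrafish TRPN1-YFP; read-out: % activation versus carbachol response; detection: intracellular calcium fluorescence with Fluo-8; doses: single test compound dose, 3 µM nominal, 0.3% DMSO; schedule: dye 1 h 37 °C plus 30 min RT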
Ba/F3 V617F tox: reduced viability of JAK2V617F-dependent Ba/F3 cells, primary screen, JAK2V617F inhibitor project, cell-based, Ba/F3 EpoR-JAK2V617F, luminescence; ATP luminescence; inhibition, % at 5.6 µM; hit rate 1.1% among 220,000;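 active means inhibition above the campaign mean plus 3 SD over all tested compounds, cut at about 24% in these data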;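 further: cytokine-independent growth of Ba/F3 cells driven by EpoR plus mutant JAK2; 0% = DMSO-treated cells and 100% = JAK inhibitor I control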
S1P4 agonist: S1P4 receptor agonists, primary screen, cell-based | S1P4-expressing cell line, agonist reporter assay | activation, % at 4.98 µM | hit rate 0.35% among 220,000 | AID 1509, 2009; in the data active means activation above about 11%;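 further: 0% = DMSO vehicle and 100% = reference agonist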
Active calls of the source: *; i = inactive; / = no result given; & = joins results of further samples.

SMILES	PERK inhibitor	TRPML3 ag	Calpain2 inh	EP2 mod	BaF3 parental	S1P4 antag	TRPN1 ag	Ba/F3 V617F tox	S1P4 agonist
Cc1ccc(C)c(OCC(=O)NC(Cc2c[nH]c3ccccc23)C(=O)O)c1 (centres undefined)	0.4	1.3	-39	0	4	-3	-0.1	-2	-1.0
Cc1ccc(SCCC(=O)Nc2c(C)n(C)n(-c3ccccc3)c2=O)cc1	0.5	0.5	-9	4	2	2	0.8	-1	2.0
COc1ccc(CN2CN(C3CCCC3)CSC2=S)cc1	0.6	0.0	18	50	0	-4	0.5	-5	-0.5
CCOC(=O)c1c(C)[nH]c(C)c1C(=O)COC(=O)c1cc(OC)cc(OC)c1	-0.2	0.2	-8	-18	7	14	-1.7	2	0.2
O=C(Cn1c(=O)[nH]c2ccsc2c1=O)NC1CCCCCC1	-1.1	-0.6	4	23	6	-7	-0.2	0	0.2
Cc1ccc(C(=O)NCc2ccco2)cc1S(=O)(=O)Nc1cccc(Cl)c1	-0.2	-0.3	36	-8	7	8	0.1	6	0.9
COc1ccccc1NC(=O)c1ccc(C(=O)c2ccccc2)o1	0.3	-0.4	-10	19	9	6	-2.0	6	0.3
C=CCN=c1scc(-c2ccccc2)n1/N=C/c1ccccn1	0.9	-0.2	28	-5	57*	-11	-0.8	53*	3.2
COC(=O)c1ccccc1-n1cccc1C(=O)NP(=O)(N1CCOCC1)N1CCOCC1	0.8	0.4	-8	28	2	-11	0.8	-3	1.8
O=C(Nc1ccc2c(c1)nc1n2CCCCC1)c1cc(S(=O)(=O)N2CCOCC2)ccc1Cl	-0.8	0.1	-10	-27	6	-4	1.5	-4	0.4
CCCCn1c(SCC(=O)c2ccc3c(c2)OCCO3)nnc1-c1ccoc1C	-0.9	-0.9	9	2	7	-4	-0.1	0	1.5
CC(C)(C)NC(=O)C(c1ccncc1)N(C(=O)CNC(=O)c1ccco1)c1ccc2c(c1)OCO2 (centres undefined)	0.4	0.4	12	-2	1	2	0.4	0	0.6
O=c1oc2ccccc2c2c1nc(C(F)(F)F)n2-c1ccccc1	-0.2	0.8	-47	15	0	-8	0.0	-2	-1.4
COCCNC(=O)Cn1c(=O)n(Cc2ccc(C(=O)NCCc3ccc(OC)c(OC)c3)cc2)c(=O)c2ccccc21	1.9	-0.3	-21	7	4	-15	-1.1	-4	0.6
O=C(NCc1ccco1)c1c(F)c(F)c(F)c(C(=O)NCc2ccco2)c1F	0.3	0.1	-3	-18	-1	14	-1.7	-5	-1.6
Cc1nn(-c2cccc(C(F)(F)F)c2)c(Cl)c1/C=N/n1cnnc1	-0.3	-0.1	-7	6	1	5	0.3	-1	1.0
Cc1ccccc1-c1ccc(Nc2ccc(C(=O)N3CCOCC3)cc2)nn1	-0.8	0.8	-16	8	-2	3	0.3	-5	0.1
CC1CC(C)CN(S(=O)(=O)c2cc(C(=O)O)c(Cl)s2)C1 (centres undefined)	-0.8	0.4	30	4	6	2	0.2	6	-0.9
CCOc1ccc(NC(=O)Cn2nnc(C(=O)NCc3ccco3)c2N)cc1	1.7	0.5	9	4	8	-10	0.9	-2	-1.8
CCOC(=O)C1(CCCc2ccccc2)CCN(C(=O)COC)CC1	-0.2	0.2	-5	-26	-4	16	-0.1	-4	2.3
CSc1ccc(CN(C)CC(=O)NCc2ccccc2)cc1	0.9	0.1	-8	-36	6	-10	-0.5	-1	-1.9
COc1ccc(NC(=O)c2coc3ccccc23)cc1OC	-0.2	0.0	-2	-21	0	10	0.5	-5	-1.1
COc1ccccc1Nc1ccc(C(=O)NC2CCCCC2)cn1	0.7	-0.3	-24	-47	3	-3	-0.8	-1	2.9
Cc1ccc(NC(=O)CC2COc3ccccc3O2)cc1 (centres undefined)	0.6	0.4	17	-18	-1	12	-0.1	-3	0.5
CCOc1cc(C(=S)N2CCCCC2)ccc1OS(=O)(=O)c1ccc(Cl)cc1	-1.0	0.2	-5	2	6	-8	1.0	3	-0.7
O=C(COC(=O)c1ccc(=O)[nH]c1)Nc1cccc(S(=O)(=O)N2CCOCC2)c1	2.9*	0.5	17	12	-3	8	1.7	1	0.5
CCCc1nc(S(=O)(=O)Cc2ccc(Cl)cc2Cl)n[nH]1	-1.3	-0.1	-27	23	2	-28	-0.7	1	0.8
Cc1ccc(N/C=C(\C#N)S(=O)(=O)c2ccccc2)cc1	0.6	-0.5	13	-30	1	4	-1.4	-4	-0.3
Cc1ccc(CCc2nnc(SCC(=O)Nc3ccccc3Cl)n2-c2ccccc2)o1	-0.3	-1.1	9	41	6	-16	-2.5	0	3.0
Cc1c(NC(=O)CCCCCN2C(=O)C3C4C=CC(C4)C3C2=O)c(=O)n(-c2ccccc2)n1C (centres undefined)	-0.1	0.3	-8	1	4	1	0.9	4	0.9
COc1ccc(CCNC(=O)c2ccc(N3CCCC3=O)cc2)cc1	-0.5	1.0	0	-15	1	-1	1.4	-2	0.0
CC(C)(C)C(=O)N1CCn2c1nc1ccccc12	-0.1	-0.6	18	-13	4	-2	0.1	5	0.1
O=C(Nc1cccc(Cl)c1)N1CCN(C2c3ccccc3-c3ccccc32)CC1	0.2	2.4	6	-36	0	-6	4.2	1	-1.7
Cc1ccc(S(=O)(=O)NC(=O)Nc2cc(C)ccc2F)cc1	1.0	-0.1	28	6	6	-15	0.7	-2	1.5
Cc1nc(N(C)C)c2sc(=S)n(-c3ccccc3)c2n1	0.6	0.4	-1	14	-2	-3	-1.1	-1	-0.9
Cc1ccc(S(=O)(=O)CCC(=O)N2CCN(c3ccc(Cl)cc3)CC2)cc1	-0.4	0.9	-1	-34	8	-9	2.3	2	-1.2
COc1cccc(/C=C2\SC(=S)N(N3C(=O)CCCC3=O)C2=O)c1	2.3	0.2	-1	12	0	-4	1.5	-2	2.2
CC(=O)Nc1ccc(C(=O)N(C)C(C(=O)Nc2ccc(C)cc2)c2ccccn2)cc1 (centres undefined)	0.6	0.8	8	-1	8	-13	1.9	-1	-0.3
Cc1ccc(-n2nnc(-c3cccnc3Cl)n2)cc1	0.4	0.1	9	-7	-2	6	-0.2	0	0.2
CC(C)OCCCn1c(-c2ccco2)nc2nc3ccccc3nc21	-0.5	0.2	i	38	7	1	1.7	1	0.8
CCOc1ccc(OCc2cccc(C(=O)N3CCCC3)c2)cc1	-0.8	-0.7	-5	3	8	-12	0.2	3	-0.2
O=C(c1cccc(S(=O)(=O)Nc2cccc(C(F)(F)F)c2)c1)N1CCOCC1	0.0	-0.2	0	14	-1	-6	0.5	-1	0.8
Cn1nccc1C(=O)N1CCN(c2ccc(F)cc2)CC1	0.6	0.9	-12	19	3	-3	0.1	-2	1.1
O=c1c2c3c(sc2nc2n1CCCS2)CCCC3	-0.6	0.2	-26	-12	-2	-5	0.6	-3	0.7
Cc1cc(N2CCOCC2)c2c(N)c(C)cc(C)c2n1	-0.2	0.6	-22	-8	1	-20	-0.4	-3	-0.5
Cc1[nH]c2ccccc2c1CCN(Cc1cccs1)C(=S)Nc1ccccc1	0.8	0.8	1	-12	5	-4	-0.3	-4	-2.2
Clc1ccc(SCc2csc(N3CCOCC3)n2)cc1	-0.9	-0.6	16	-54	1	16	0.4	-3	0.4
O=S(=O)(c1ccc2c(c1)C(=NO)c1cc(S(=O)(=O)N3CCCCC3)ccc1-2)N1CCCCC1	-0.6	0.5	-114	-13	-3	2	0.4	2	0.8
CCN1CCN(c2cc(C)c3cc(NC(=O)c4ccc(OC)c(OC)c4)ccc3n2)CC1	-0.3	0.8	-65	-28	6	-3	0.5	-1	-1.7
O=C(CN1C(=O)C2(OCCO2)c2ccccc21)c1ccc(Cl)cc1	-1.0	-0.4	-15	-9	3	-12	-0.9	3	2.1
COc1ccc(N(Cc2ccccc2)C(=O)CSc2nnc(Cn3nnc4ccccc43)o2)cc1	-1.1	-1.1	6	31	1	8	-1.3	-3	-1.0
COc1cccc(C2c3c(oc4ccc(Cl)cc4c3=O)C(=O)N2c2cc(C)on2)c1OC (centres undefined)	0.4	0.9	-33	33	3	-13	-1.2	-1	-0.6
COc1ccc(NC(=O)Cc2c[nH]c3ccccc23)cc1S(=O)(=O)N1CCCCC1	-0.5	0.0	-5	-43	2	11	1.1	-2	2.9
Cc1ccc(CN2C(=O)CCC2C(=O)N2CCN(c3ccc(F)cc3)CC2)cc1 (centres undefined)	-0.2	0.6	7	5	9	-3	0.2	4	-0.1
O=C(OC1Cn2c(=O)ccc(=O)n2C1)c1ccccc1	1.9	1.0	-22	33	7	-9	2.6	-2	1.1
CCOC(=O)N1CCN(C(=O)c2cn(CCOC)c(=O)c3c2c2ccccc2n3C)CC1	-1.5	1.2	-88	1	5	-12	2.2	6	0.3
O=C(Cc1c[nH]c2ccccc12)N/N=C/c1ccc(F)cc1	-0.8	-0.2	21	-2	11	-4	2.0	4	-4.3
Cc1cccnc1-n1c(CCN2C(=O)c3ccccc3C2=O)nc2ccccc2c1=O	0.1	0.5	2	15	6	-6	-0.9	-4	0.5
CC(=O)N1CCN(CC(=O)O)CC1	0.4	-0.1	-39	-3	8	-6	1.2	-2	-1.2
Cc1nc2ccccc2nc1N1CCOCC1	0.1	0.6	4	19	-2	3	0.7	-6	-1.0

More records follow.
SMILES	PERK inhibitor	TRPML3 ag	Calpain2 inh	EP2 mod	BaF3 parental	S1P4 antag	TRPN1 ag	Ba/F3 V617F tox	S1P4 agonist
O=C(CSc1nc(Cc2ccccc2)nc2ccccc12)Nc1ccc2c(c1)OCCO2	-1.1	-1.2	3	-11&29	-2	-8	-1.4	-4	1.8
COc1ccc(NC(=O)C(c2ccc(OC)cc2)N(Cc2ccco2)C(=O)CC2NC(=O)NC2=O)cc1 (centres undefined)	-0.2	0.4	-25	14	7	3	1.3	1	1.3
Cn1cnnc1SCC(=O)Nc1sc2c(c1C#N)CCCCC2	-0.7	-0.2	-12	-13	6	0	0.2	2	-0.7
Cn1cccc1/C=N/NC(=O)c1ccco1	0.9	1.3	-9	12	8	-5	0.7	4	-1.6
O=C(/C=C/c1cccs1)c1cc(F)ccc1OC(=O)N1CCOCC1	-0.7	0.0	/	/	-3	0	1.3	-5	-0.4
O=C(CN1CCN(Cc2ccccc2)CC1)Nc1ccc(S(=O)(=O)N2CCOCC2)cc1	0.6	1.1	-19	-17	7	8	-0.9	1	1.0
Cc1cc2cc(CNC(=S)NC3CCCCC3)ccc2[nH]1	0.4	0.6	87*	-15	3	-2	1.6	-2	1.7

Compound activity from PubChem.
